PLC-gamma1 inh: blocks human PLC-gamma1 enzyme activity; P19174; purified PLC-gamma1, fluorogenic substrate, fluorescence; inhibition, % at 12.2 µM; 370,000 compounds, 0.84% hits; in the data active = inhibition above about 9.5%
ADAM17 inh: ADAM17 inhibition, QFRET primary screen | 370,000 compounds, 0.83% hits | recombinant ADAM17, EDANS/DABCYL FRET peptide cleavage | inhibition, % at 6.95 µM | AID 720648;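 active = inhibition above the mean of compounds lying between control limits plus 3 SD, set per campaign, cut at about 8.5% in these data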;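 note: 0% = DMSO-only wells as the low control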
PLCb3 inh: blocks human PLC-beta3 enzyme activity | Q01970 | Purified PLC-beta3, fluorogenic substrate, fluorescence | inhibition, % at 12.2 µM | 370,000 compounds, 0.18% hits; in the data active = inhibition above about 11%;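 note: 0% = median of compound wells on plate and 100% = full blocker control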
DDE Tn7 FP inh: inhibitors of Tn7 peptide binding to human fibrin DD(E) | P02675 | AID 720508 | 370,000 compounds, 0.13% hits | FP displacement of FITC-Tn7 peptide from fibrin DD(E); 0% = median of compound wells per plate | inhibition, % at 8.3 µM;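 active = inhibition above the mean of compounds falling within the control limits plus 3 SD of them, cut at about 14% in these data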;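 note: 0% = plate median of compound wells and 100% = 10 µM Aha-Tn7 peptide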
Target sequence (P02675 whole entry, looked up): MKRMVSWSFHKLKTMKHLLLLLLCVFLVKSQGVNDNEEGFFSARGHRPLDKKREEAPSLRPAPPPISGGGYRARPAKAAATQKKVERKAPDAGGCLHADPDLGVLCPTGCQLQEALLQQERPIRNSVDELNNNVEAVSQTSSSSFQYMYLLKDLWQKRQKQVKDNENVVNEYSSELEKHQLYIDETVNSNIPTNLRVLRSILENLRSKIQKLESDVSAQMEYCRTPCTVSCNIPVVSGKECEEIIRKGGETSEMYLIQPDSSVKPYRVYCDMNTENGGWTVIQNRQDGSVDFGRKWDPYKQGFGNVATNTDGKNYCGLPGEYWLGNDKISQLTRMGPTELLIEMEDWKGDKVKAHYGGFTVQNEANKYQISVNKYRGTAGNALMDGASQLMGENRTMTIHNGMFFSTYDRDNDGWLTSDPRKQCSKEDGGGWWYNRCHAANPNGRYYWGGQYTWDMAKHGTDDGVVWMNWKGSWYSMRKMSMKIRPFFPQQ
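Test system: human clot-derived fibrin DD(E) complex / Quantity: 2 µM final DD(E) protein / Incubation: 10 min plus 3 h, room temperature / Measured by: fluorescence polarization / Benchmarks: high control of 10 µM Aha-Tn7 peptide / Replicates: singlicate testing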
ASAP1 GAP inh: blocks human ASAP1-stimulated Arf1 GTP hydrolysis; 360,000 compounds, 0.19% hits; Q9ULH1; GDP FP detection; AID 624377; inhibition, % at 16.5 µM; in the data active = inhibition above about 25%;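 note: 0% = vehicle with enzyme and substrate and 100% = no enzyme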
Tn6 DDE FP: disrupts Tn6 cyclic peptide binding to fibrin D-Dimer-E complex. Fibrin DD(E) TRITC-Tn6 fluorescence polarization displacement. inhibition, % at 8.3 µM. 370,000 compounds, 0.21% hits;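 active = inhibition above a per-campaign cutoff: mean of compounds within control limits plus 3 SD, cut at about 15% in these data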;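 note: 0% = median of all compound wells on the plate and 100% = blocking peptide control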
TDP2 absorb: blocks human TDP2 phosphodiesterase activity. O95551. recombinant TDP2, T5PNP hydrolysis, p-nitrophenol absorbance 415 nm. inhibition, % at 12.8 µM. 370,000 compounds, 0.34% hits. AID 720702;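 active = inhibition above the mean of all tested compounds plus 3 SD, set per campaign, cut at about 25% in these data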;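 note: 0% = DMSO with enzyme and 100% = buffer with substrate but no TDP2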
Target sequence (O95551 whole entry, looked up): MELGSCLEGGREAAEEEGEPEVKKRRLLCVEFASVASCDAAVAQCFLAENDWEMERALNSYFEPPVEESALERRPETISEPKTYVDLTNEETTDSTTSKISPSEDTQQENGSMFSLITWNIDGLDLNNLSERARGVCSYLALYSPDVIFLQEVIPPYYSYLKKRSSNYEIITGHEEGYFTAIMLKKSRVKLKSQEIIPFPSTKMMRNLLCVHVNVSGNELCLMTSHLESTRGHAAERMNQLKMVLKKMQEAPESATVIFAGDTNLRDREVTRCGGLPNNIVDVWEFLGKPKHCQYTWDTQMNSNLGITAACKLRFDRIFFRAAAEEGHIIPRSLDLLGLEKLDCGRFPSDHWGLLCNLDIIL
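System – recombinant human TDP2 · Amount – 120 nM TDP2 per well · Buffer or medium – Mg2+-containing Tris-HCl buffer, pH 7.5 · Reagent – T5PNP substrate, 5 mM · Dosing – 12.8 µM single point, 1% DMSO · Incubation – 2 h at 37 °C · Measured by – epi absorbance · Read-out basis – percent inhibition · Benchmarks – high control without enzyme, low control DMSO plus TDP2 · Repeats – singlicate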
ADAM10 inh: inhibits human ADAM10 | O14672 | recombinant ADAM10, EDANS/DABCYL FRET peptide cleavage, 3 h | inhibition, % at 7 µM | 370,000 compounds, 0.62% hits | AID 720582;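 active = inhibition above a per-campaign cutoff equal to the mean of compounds falling between control-based bounds plus 3 SD, cut at about 20% in these data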;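 note: 0% = DMSO wells while the 100% control is not disclosed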
SIAE inh: blocks human sialic acid acetylesterase. 370,000 compounds, 0.69% hits. AID 1053197. inhibition, % at 9.66 µM. SIAE FP-Rh probe binding, fluorescence polarization;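 active = inhibition above a cutoff: mean of compounds within the control limits plus 3 SD of those, cut at about 17% in these data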;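 note: 0% = plate median of compound wells and 100% = probe without SIAE protein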
ARFGAP1 inhibitor: rat ARFGAP1 inhibition; inhibition, % at 16.5 µM; Q62848; 360,000 compounds, 0.26% hits; Arfgap1-stimulated ARF1 GTP hydrolysis, GDP FP detection;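 active = inhibition above a per-plate limit, mean inhibition of low control wells plus 3 SD, cut at about 25% in these data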;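 note: 0% = DMSO wells with enzyme and 100% = wells lacking Arfgap1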
Target sequence (Q62848 1-136 limits assumed): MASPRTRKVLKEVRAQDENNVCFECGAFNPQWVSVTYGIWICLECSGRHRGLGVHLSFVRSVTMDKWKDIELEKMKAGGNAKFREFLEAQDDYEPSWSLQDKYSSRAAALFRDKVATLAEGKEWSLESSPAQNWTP
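system = rat Arfgap1 catalytic domain, aa 1-136 | technique = FP, GDP Alexa 633 tracer displaced from anti-GDP antibody, 620/688 nm | compound = one concentration, 16.5 µM, DMSO 1.26% | medium = HEPES-based buffer, pH 7.5 | timing = compound-enzyme preincubation 20 min, reaction 120 min, detection 60 min, 25 °C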
* = called active by the depositor; / = not tested or not shown. Random draw from the library; 3.6% or so of the library scored in one or more.

PLC-gamma1 inh	ADAM17 inh	PLCb3 inh	DDE Tn7 FP inh	ASAP1 GAP inh	Tn6 DDE FP	TDP2 absorb	ADAM10 inh	SIAE inh	ARFGAP1 inhibitor	mol
4	-1	-4	-5	4	-3	15	1	0	-2	Cn1c(CNC(=O)CCNC(=O)c2cccc(Br)c2)cc(=O)n(C)c1=O
3	1	-3	3	3	-2	1	7	1	-1	CCOC(=O)Cn1c(=O)oc2cc(S(=O)(=O)N(C)Cc3ccco3)ccc21
3	-6	-10	-3	3	-5	-9	1	-10	1	CC(NC(=O)c1cccs1)c1ccccc1 (stereo not drawn)
0	-1	-1	1	11	-3	-3	-4	-3	5	CCc1nc(CNC(=O)C2CCC(=O)N(Cc3cccc(OC)c3)C2)no1 (stereo not drawn)
1	1	-9	-6	7	-1	-9	4	9	5	O=C(Nc1ccc(N2CCOCC2)cc1)C1(c2ccc(Cl)cc2)CCC1
-2	-1	-10	5	-5	-9	-11	-5	-2	1	CC1Cc2ccccc2N1S(=O)(=O)c1cccc(C(=O)NCc2ccccn2)c1 (stereo not drawn)
1	-4	-1	10	2	-7	-1	4	3	-6	COCCN1C(=O)C(CC(=O)Nc2ccc(C(=O)O)cc2)SC1=Nc1ccccc1 (stereo not drawn)
0	-2	-5	-5	-16	0	12	0	7	-8	COC(=O)c1ccc(NC(=S)N2CCN(CCO)CC2)cc1
0	-3	1	-2	5	2	-1	-6	-2	-14	CC1(C(=O)Nc2ccc3c(c2)OCCO3)CSCC(=O)N1CCc1ccccc1F (stereo not drawn)
1	-3	-2	1	5	-1	-7	-4	-1	15	CCOCCOC(=O)c1ccc(-n2cnc(C)n2)nc1
-8	-9	-18	-6	-9	1	3	-27	-9	-4	Clc1cccc(-c2nc3c4ccccc4ccn3c2Cc2ccccc2)c1
-1	-5	-5	-7	1	-2	7	-11	2	-7	CSc1nnc(CNS(=O)(=O)c2ccc(Br)cc2)n1C
-15	3	-21	-6	11	0	-16	6	-10	-1	COc1cccc(/C=N/Nc2ncnc(Cl)c2N)c1O
-21	-7	-25	2	-7	-1	8	-16	12	-2	COc1cc(OC)cc(C(=O)NNc2nc3cc4c(cc3s2)OCO4)c1
-2	-3	-10	2	-9	-3	-5	-11	1	5	CC(C)NC(=O)C1CCN(C2CCN(C(=O)c3ccc4cccc(F)c4n3)CC2)CC1
-2	-2	-3	-2	/	0	-3	-9	2	/	O=C(O)c1ccccc1-c1noc(-c2ccccc2F)n1
3	1	-2	0	-5	-2	-12	1	-1	0	O=C(COC(=O)c1cccc(S(=O)(=O)NCc2ccccc2)c1)NC1CC1
2	0	-9	2	0	5	5	3	0	5	COc1ccc(NC(=O)Nc2nnc(-c3cccs3)s2)cc1
1	1	-2	-2	-7	1	45*	-11	0	6	Cc1[nH][nH]c(=O)c1C(c1ccc(-c2ccccc2C(=O)O)o1)c1c(C)[nH][nH]c1=O
0	1	-2	3	-3	-6	3	6	-3	-7	COC(=O)c1nnn(-c2nc(N3CCOCC3)nc(N3CCOCC3)n2)c1C
-3	-3	0	3	0	9	7	-3	-2	-1	O=C(Nc1ncccc1O)c1ccc(S(=O)(=O)Nc2ccccc2)cc1
2	1	-5	3	5	-1	-2	-3	6	2	CCN(Cc1ccccc1)S(=O)(=O)c1ccc(C(=O)N(CCCN(C)C)c2nc3c(C)c(C)ccc3s2)cc1
-89	-7	-128	-2	2	-5	8	-16	7	-8	CN(C)c1ccc(-c2nc3cnccn3c2Nc2ccc3c(c2)OCCO3)cc1
-1	-1	3	1	9	-1	7	-6	2	-10	CCNc1c(C(=O)O)ccc2c1C(=O)c1ccccc1C2=O
3	-161	2	-8	-2	-1	8	2	-5	-12	Clc1ccc(Nc2cc(-c3ccccc3)nc3ncnn23)cc1
5	5	3	-1	5	-4	-18	3	2	3	CCOC(=O)Cc1csc(N)n1
1	1	4	0	-13	-3	-3	8	-12	-3	COc1ccc(C2C3C=CCC(c4cccc(-c5ccc(C)cc5)c4)C3C(=O)N2Cc2ccccc2)cc1Cl (stereo not drawn)
-2	-5	2	6	7	0	0	2	-5	-5	CC1(C(=O)NNC(=O)C2CCCCC2)CC1(Cl)Cl (stereo not drawn)
-2	-2	1	-2	-4	-1	-6	2	-5	1	Cc1ccc(N2CC(C(=O)Nc3ccc(S(=O)(=O)Nc4nccs4)cc3)CC2=O)cc1 (stereo not drawn)
3	1	-1	3	-3	-3	-12	12	-1	13	O=C(CC1C(=O)NCCN1C(=O)Nc1ccccc1)Nc1ccc(F)cc1 (stereo not drawn)
-3	-3	-14	4	-1	0	-11	-1	0	14	Cc1ccc(Nc2nc3ccccc3n3cnnc23)c(Cl)c1
3	4	0	-4	0	1	-8	4	4	6	CN(Cc1ccccc1)C(=O)c1cccc(NC(=O)C2CCCN(C(=O)OC(C)(C)C)C2)c1 (stereo not drawn)
-3	2	-1	-1	2	-3	-12	-14	-5	4	CCOc1ccc(CCNC(=O)COC(=O)c2[nH]c(C)c(C(C)=O)c2C)cc1OCC
9	2	2	-5	-7	1	-6	7	6	-14	Cc1ccc(Cn2c(N3CCCCCC3)nc3c2c(=O)[nH]c(=O)n3C)cc1
5	-5	-3	0	0	-1	-4	-10	2	-5	CC(=O)NC(CC(=O)OCC(=O)NCCc1ccccc1)c1ccccc1 (stereo not drawn)
-1	-2	-5	2	0	0	7	8	-2	5	O=C(CN1C(=O)COc2ccccc21)NNC(=O)Nc1ccccc1F
1	-4	1	-6	4	1	17	-9	0	-1	COc1ccccc1CNC(=O)C(C)Oc1ccccc1 (stereo not drawn)
4	1	2	-6	8	-1	-2	-6	6	16	CCN(CC)c1ccc(CN(C(=O)c2cc(OC)c(OC)c(OC)c2)C2CCS(=O)(=O)C2)cc1 (stereo not drawn)
-3	1	-3	11	2	7	8	4	4	-3	Cc1cc(C)cc(-n2c(C)cc(C(=O)CSc3nnnn3C)c2C)c1
-1	-5	1	0	-9	-1	-6	0	0	-3	OC(Cn1cncn1)c1ccc(Cl)cc1 (stereo not drawn)
2	-2	-3	-3	8	1	-12	5	2	3	CCOP(=O)(c1ccccc1)c1nc(-c2ccccc2C)oc1NCc1ccccc1 (stereo not drawn)
-90	-8	-145	-5	-2	3	7	-35	-1	-3	COc1ccc(-c2cc(C(=O)O)c3ccccc3n2)c(OC)c1
-1	0	-6	4	2	3	4	-8	5	4	c1ccc2oc(-c3csc(NCC4CCCO4)n3)cc2c1 (stereo not drawn)
-16	3	-22	6	/	-4	-3	-3	-5	/	COc1ccc(Cn2c(NC(=O)c3ccccc3)nc(Cc3ccccc3)c2Cc2ccccc2)c(OC)c1
-8	-10	-7	-2	-6	1	-2	-31	2	-2	COC(=O)c1c2c(nc3ccccc13)CCC2
0	-3	1	-4	-2	2	2	-2	-3	1	O=C(NCc1ccccn1)C(=O)NN=C1CCCCCCCCCCC1
1	3	0	-3	-4	-1	-5	17	-6	10	O=C(COc1ccccc1)Nc1nc(-c2cccs2)cs1
-1	-1	-8	4	-4	-1	-8	12	-1	-4	CC(=O)/C(=N/Nc1ccc(Br)cc1)N1CCCc2ccccc21
-7	-11	-11	2	-18	-6	7	-20	5	2	CC1(C)CC(=O)c2cnc3c(C#N)cnn3c2C1
-1	-3	-5	5	-1	-4	-5	-5	-3	-5	Cc1ccc(CN(C)Cc2cc(=O)oc3cc(C)c(Cl)cc23)cc1
-194	-34	-354	2	5	5	0	-120	-21	5	COc1cccc2sc3ccc(C#CC4(O)CCCCC4)cc3c(=O)c12
-1	-4	2	4	10	0	7	5	0	-1	Cc1onc(-c2ccccc2Cl)c1C(=O)Nc1c(C)n(C)n(-c2ccccc2)c1=O
-17	-13	-34	4	6	7	5	-24	-27	3	COc1ccccc1-c1csc(NC(=O)c2cc(-c3cccs3)nc3ccccc23)n1
-3	-3	1	-7	0	3	-1	-5	-2	-9	O=C1C2CC=C(Cl)CC2C(=O)N1CNc1ccccn1 (stereo not drawn)
1	-20	-2	-1	-5	-4	12	2	-2	6	C#CCOc1ccc(/C=C2/C(=O)ON=C2C)cc1Cl
0	-5	0	3	11	0	2	-1	-1	5	COC(=O)c1ccccc1C(=O)N1CCOCCOCCOCC1

Three of the compounds above, field by field:
> O=C1C2CC=C(Cl)CC2C(=O)N1CNc1ccccn1 (stereo not drawn)
  PLC-gamma1 inh = -3; ADAM17 inh = -3; PLCb3 inh = 1; DDE Tn7 FP inh = -7; ASAP1 GAP inh = 0; Tn6 DDE FP = 3; TDP2 absorb = -1; ADAM10 inh = -5; SIAE inh = -2; ARFGAP1 inhibitor = -9

> C#CCOc1ccc(/C=C2/C(=O)ON=C2C)cc1Cl
  PLC-gamma1 inh = 1; ADAM17 inh = -20; PLCb3 inh = -2; DDE Tn7 FP inh = -1; ASAP1 GAP inh = -5; Tn6 DDE FP = -4; TDP2 absorb = 12; ADAM10 inh = 2; SIAE inh = -2; ARFGAP1 inhibitor = 6

> COC(=O)c1ccccc1C(=O)N1CCOCCOCCOCC1
  PLC-gamma1 inh = 0; ADAM17 inh = -5; PLCb3 inh = 0; DDE Tn7 FP inh = 3; ASAP1 GAP inh = 11; Tn6 DDE FP = 0; TDP2 absorb = 2; ADAM10 inh = -1; SIAE inh = -1; ARFGAP1 inhibitor = 5

Screening data as filed in PubChem.
